# Screening data from PubChem.
# CHRM5 agonist = human M5 muscarinic receptor agonists, primary screen, CHO-K1 cells, Fluo-8 calcium fluorescence; CHO-K1 hM5 cells; 0% DMSO wells, 100% maximal acetylcholine response; Muscarinic acetylcholine receptor M5 (Homo sapiens), P08912; hit rate 0.19% among 360,000; activation, % at 3 µM;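 active = activation above the run's mean over test compounds plus 3 SD, cut at about 23% in these data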;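 note: signal is peak over basal fluorescence ratio across the kinetic read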
# CRFR2-BP antag = antagonists of CRF-BP/CRF-R2 complex, primary screen, cell-based, HEK293, calcium dye fluorescence, uHTS; CRF-induced calcium fluorescence; AID 588475, 2011; inhibition, % at 11.8 µM; hit rate 0.59% among 350,000;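 active = inhibition of the ligand-induced calcium signal above about 50% at the single tested concentration, limit read from the data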
# M4 antag = human M4 muscarinic receptor antagonists, primary screen, CHO cells, Fluo-8 calcium fluorescence; inhibition, % at 3 µM; CHO-hM4 cells, ACh EC80; Muscarinic acetylcholine receptor M4 (Homo sapiens), P08173; AID 624125, 2012; hit rate 0.73% among 360,000;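 active = inhibition above its plate's cutoff, the mean inhibition of sample wells plus 3 SD, cut at about 27% in these data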;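 note: 0% = acetylcholine EC80 with DMSO and 100% = DMSO without agonist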
# Target sequence (P08173 whole entry, looked up): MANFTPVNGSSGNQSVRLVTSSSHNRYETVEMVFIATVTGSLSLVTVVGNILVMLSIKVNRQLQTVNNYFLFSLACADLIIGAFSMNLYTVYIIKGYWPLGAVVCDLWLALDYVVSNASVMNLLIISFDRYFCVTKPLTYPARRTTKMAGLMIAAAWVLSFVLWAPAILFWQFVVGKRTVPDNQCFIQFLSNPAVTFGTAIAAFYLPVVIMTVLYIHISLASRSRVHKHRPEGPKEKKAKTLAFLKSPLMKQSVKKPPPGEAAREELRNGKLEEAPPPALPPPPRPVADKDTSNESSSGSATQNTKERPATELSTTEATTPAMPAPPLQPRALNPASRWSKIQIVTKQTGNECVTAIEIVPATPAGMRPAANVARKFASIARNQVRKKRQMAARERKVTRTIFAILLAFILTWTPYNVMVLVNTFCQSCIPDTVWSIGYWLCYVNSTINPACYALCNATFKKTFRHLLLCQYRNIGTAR
# CHRM5 antagonist = human M5 muscarinic receptor antagonists, primary screen, CHO cells, Fluo-8 calcium fluorescence; Muscarinic acetylcholine receptor M5 (Homo sapiens), P08912; hit rate 0.59% among 360,000; CHO-hM5 cells, ACh EC80; inhibition, % at 3 µM;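 active = inhibition above a per-plate cutoff, the mean of that plate's test compounds plus 3 SD, cut at about 27% in these data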;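 note: 0% = acetylcholine EC80 with DMSO and 100% = DMSO without agonist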
# CRFR2-BP ag = agonists of CRF-BP/CRF-R2 complex, primary screen, cell-based, HEK293, calcium dye fluorescence, uHTS. calcium dye fluorescence (FLIPR); percent of saturating CRF peptide response. activation, % at 13.2 µM. hit rate 0.46% among 350,000;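 active = activation of at least 50%, plus an integration ratio under a set limit after plate pattern correction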;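 note: plate controls were neutral control wells without compound for no effect and CRF at EC100 for full effect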
# M4 PAM = human M4 muscarinic receptor positive allosteric modulators, primary screen, CHO-K1 cells, Fluo-8 calcium fluorescence; CHO-K1 hM4/Gqi5, ACh EC20; 0% = ACh EC20, 100% = maximal ACh; Muscarinic acetylcholine receptor M4 (Homo sapiens), P08173; activation, % at 3 µM; AID 624126, 2012; hit rate 0.4% among 360,000;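 active = activation above its plate's cutoff, the mean activation of sample wells plus 3 SD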; note: some results filed as inactive read as strong as hits
# CHRM4 agonist = human M4 muscarinic receptor agonists, primary screen, CHO-K1 cells, Fluo-8 calcium fluorescence. Muscarinic acetylcholine receptor M4 (Homo sapiens), P08173. CHO-K1 hM4/Gqi5; vehicle 0%, full acetylcholine response 100%. activation, % at 3 µM. hit rate 0.14% among 360,000;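 active = activation above the run mean over all test wells plus 3 SD, cut at about 32% in these data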;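 note: peak over basal fluorescence ratio per well then scaled between controls; 0% = DMSO wells and 100% = acetylcholine at EC100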
# M1 PAM = human M1 muscarinic receptor positive allosteric modulators, primary screen, CHO-K1 cells, Fluo-8 calcium fluorescence, 1536-well | Muscarinic acetylcholine receptor M1 (Homo sapiens), P11229 | CHO-K1 hM1, ACh EC20; 0% = ACh EC20, 100% = maximal ACh | activation, % at 3 µM | hit rate 0.088% among 360,000 | AID 588819, 2011; in the data active = activation above about 19%, passing the limit was not always enough
# Target sequence (P11229 whole entry, looked up): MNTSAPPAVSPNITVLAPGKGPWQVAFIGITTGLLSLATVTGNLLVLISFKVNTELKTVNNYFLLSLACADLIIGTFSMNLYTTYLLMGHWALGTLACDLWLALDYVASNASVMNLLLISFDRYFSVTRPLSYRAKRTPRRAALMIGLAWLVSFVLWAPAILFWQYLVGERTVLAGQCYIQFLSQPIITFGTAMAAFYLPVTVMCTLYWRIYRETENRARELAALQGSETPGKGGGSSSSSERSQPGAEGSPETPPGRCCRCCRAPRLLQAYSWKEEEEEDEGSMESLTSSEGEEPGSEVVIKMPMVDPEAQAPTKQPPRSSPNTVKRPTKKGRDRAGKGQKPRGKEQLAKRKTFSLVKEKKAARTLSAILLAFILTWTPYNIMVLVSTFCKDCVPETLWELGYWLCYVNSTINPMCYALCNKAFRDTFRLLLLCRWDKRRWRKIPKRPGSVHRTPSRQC
# M5 PAM = human M5 muscarinic receptor positive allosteric modulators, primary screen, CHO-K1 cells, Fluo-8 calcium fluorescence; hit rate 0.3% among 360,000; activation, % at 3 µM; Muscarinic acetylcholine receptor M5 (Homo sapiens), P08912; AID 624038, 2012; CHO-K1 hM5, ACh EC20 PAM; 0% = ACh EC20, 100% = ACh EC100;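 active = activation above the run cutoff, the mean activation of all test compounds plus 3 SD, cut at about 18% in these data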
#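 Assay system: CHO-K1 hM5 cells / Incubation: Fluo-8 loading 80 min at 37 °C plus 30 min room temperature / Technique: Fluo-8 calcium dye fluorescence, kinetic read / Repeats: single replicate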
# An asterisk follows results filed as active; nt = not tested or not shown.
SMILES,CHRM5 agonist,CRFR2-BP antag,M4 antag,CHRM5 antagonist,CRFR2-BP ag,M4 PAM,CHRM4 agonist,M1 PAM,M5 PAM
O=C(O)c1ccccc1C(=O)Nc1ccc(Oc2ccc3ccccc3c2)cc1,-1,-12,0,-1,-2.2,-5,1,11,0
Cc1ccc(N2CC(C(=O)Nc3ccccc3OC(F)F)CC2=O)cc1 (configuration not stated),0,-5,9,1,-2.1,-3,1,-6,5
COc1cc(C(=O)NCCCN2CCCC2=O)cc(OC)c1OC,1,0,-8,7,-1.0,7,0,9,-1
CCC(C)(C)c1ccc(OCC(=O)N(C)C)c(C(C)(C)CC)c1,0,-16,-8,7,0.6,-10,1,-5,1
O=C(Nc1ccc([N+](=O)[O-])cc1)N1CCCCCC1,-2,8,-2,9,-0.5,-3,2,-4,2
C=CCn1c(O)c(N=Nc2nc3ccccc3c(=O)n2-c2ccccc2)c2ccccc21,1,-7,8,-1,0.1,10,1,10,4
CCn1c(=O)c(C(=O)NCCc2ccc(OC)c(OC)c2)c(O)c2ccccc21,-9,-10,-15,-9,1.3,4,-1,8,-3
CCOC(=O)c1c(NC(C)=O)sc2c(OC)c(Br)ccc12,-1,22,-18,-11,8.0,11,1,7,-1
CCc1nc2ccc(C(=O)NCCc3ccco3)cc2nc1CC,-5,-11,-8,-3,-0.5,2,3,0,-4
O=C(/C=C/c1ccccc1)NC(=S)Nc1ccccc1O,2,-4,0,5,-1.0,-10,8,-1,-4
COC(=O)c1ccccc1Sc1c(/C=N/OCc2ccc(Cl)cc2)c(C(F)(F)F)nn1C,-3,-16,-7,0,6.5,9,1,-4,-8
O=C(CN1CCN(C(=O)c2ccccc2F)CC1)Nc1ccc(Br)cc1,2,-15,-5,9,3.2,-5,5,0,0
O=C(COc1ccccc1)Nc1ncc2c(n1)CCCC2=O,0,-7,1,-8,-0.2,1,2,-4,3
Cc1cccc(CNc2ncnc3ccc(-c4ccc5c(c4)OCCO5)cc23)c1,-9,4,-10,0,-1.2,4,1,5,-12
COC(=O)c1ccccc1NC(=O)CCCn1nc(C)c2c(C)n(-c3ccccc3)nc2c1=O,-4,7,7,-8,-1.3,0,0,11,2
FC(F)(F)c1cc(-c2cccs2)nc2ncnn12,-1,-4,7,6,0.3,2,1,1,4
CCc1ccc(NC(=O)C2CCCN(S(=O)(=O)c3ccc4c(c3)CCCN4C(C)=O)C2)cc1 (configuration not stated),-3,13,-3,0,-0.5,-7,11,-5,-7
CCOc1ccccc1OCC(=O)Nc1ccc(OC)c(S(=O)(=O)N2CCCCC2)c1,1,-7,4,8,-2.2,-1,20,-1,-16
CCOc1ccc(OCC(=O)OCC(=O)Nc2ccc3[nH]c(=O)[nH]c3c2)cc1,0,10,-28,-1,-1.1,6,1,3,3
Cc1cccnc1CN1CCN(Cc2nc(Cc3cccc(F)c3)no2)CC1,-8,-5,16,5,0.6,-30,1,-5,-7
O=C(O)CCC(=O)N1N=C(c2ccccc2)CC1c1cccs1 (configuration not stated),-1,-9,-3,4,1.3,6,0,17,7
COc1cc(/C=N/N=C(/C(=O)c2ccccc2)c2ccccc2)cc(OC)c1O,-2,-18,0,2,-1.8,0,0,-3,-4
CCCCN(CCCC)C(=O)CSc1nnc2n(C)c(=O)c3c4c(sc3n12)CCCC4,1,5,0,1,-5.8,1,0,1,-1
Cn1c(CCc2ccc(N)cc2)nc2ccccc21,1,-15,12,-1,-3.2,-4,1,8,-2
Cc1ccc(-c2cc(-c3c(C)nn(C)c(=O)c3N)[nH]n2)cc1,3,-11,-6,-2,0.9,-21,7,-3,-5
O=C(NC1CCCC1)C1CCC(CNS(=O)(=O)c2ccc(F)cc2)CC1 (configuration not stated),-5,89*,2,-1,-1.6,-4,1,5,2
COC(=O)c1ccc(NC(=O)COc2ccc(S(=O)(=O)NC(C)(C)C)cc2)cc1,0,-36,3,3,-1.7,0,1,9,0
O=C(CN1CCOCC1)N/N=C/c1cccc2ccccc12,-5,4,3,23,0.1,-3,1,-1,-4
CC1=CC(=O)C=CC1(C)C(Cl)Cl (configuration not stated),-1,11,-3,5,1.6,2,0,4,-1
CC1=C(C(N)=O)C(c2ccccn2)n2nc(SCc3ccccc3Cl)nc2N1 (configuration not stated),-3,-24,8,-4,0.5,5,1,10,0
CCOP(=O)(OCC)C(C#N)=C1SCN(c2ccc(Cl)cc2)CS1,-5,-5,1,-3,-1.0,0,0,5,-6
CC(C)(C)c1nnc(NC(=O)C2CC(=O)N(CCc3ccc(F)cc3)C2)s1 (configuration not stated),0,-5,-6,10,-0.4,2,2,2,-1
CCNc1nc(Cl)nc(NC2CCCCC2)n1,-4,3,5,3,-1.0,1,-1,13,2
COCCNC(=O)/C(C#N)=C1\N=C(NC(=O)c2cccs2)c2ccccc21,0,-3,10,-2,1.1,1,1,5,-2
O=C(COc1ccc(F)cc1)N1CCCCCCC1,0,7,7,1,-1.2,-3,0,3,0
CNc1cc(-c2cccc(C(=O)N3CCOCC3)c2)ncn1,1,nt,-3,-1,nt,2,0,8,-2
O=S(=O)(O)c1ccc(NN=Cc2ccccc2O)cc1,1,6,-5,2,3.4,1,1,-3,9
CC(=O)Nc1ccc(NC(=O)c2ccc(COc3ccccc3)cc2)cc1,1,3,6,8,0.7,-6,0,4,2
C=CCn1c(C(C)n2c(-c3cnccn3)nc3ccccc32)nc2ccccc21 (configuration not stated),-3,nt,-3,7,nt,4,3,nt,-2
CC[C@@H](C)[C@@H](C(=O)N1CCNCC1)n1cc(CCC(=O)O)nn1,1,2,5,9,-0.5,13,10,9,5
O=[N+]([O-])c1cccc(S(=O)(=O)Nc2cccc(-c3ccc(N4CCOCC4)nn3)c2)c1,-1,10,-23,6,-1.5,8,6,4,2
O=C(Cc1ccc(Cl)cc1)Nc1ccc(S(=O)(=O)Nc2cnc3ccccc3n2)cc1,-8,-89,-4,2,2.0,3,0,1,1
Cc1noc(C)c1COc1cccc(C(=O)Nc2ccc(OCc3ccccc3)cc2)c1,-4,3,-2,15,-0.8,-6,3,-12,-9
O=C(NCc1ccccc1Cl)C1CCCN(S(=O)(=O)c2cccc3nonc23)C1 (configuration not stated),-2,21,-13,13,-0.6,6,3,-3,-1
CC1=Nn2c(nnc2-c2ccco2)SC1,-2,-3,-12,-1,4.8,8,0,2,1
c1ccc(CCN2CCN(c3ncnc4c3cnn4-c3ccccc3)CC2)cc1,-2,-10,11,-3,3.4,-10,9,-2,-1
Cc1nc2ccccc2nc1OCC(=O)NCc1ccc2c(c1)OCO2,1,-29,-1,-4,-1.2,1,1,6,0
COc1ccc(OC)c(Nc2nc(N)nc(CCl)n2)c1,-5,-6,4,23,-0.2,-2,1,7,-5
CCCn1c(SCC(=O)Nc2ccc(OC)cc2[N+](=O)[O-])n[nH]c1=O,-3,-3,0,8,-0.2,-2,0,0,3
COc1ccc(-c2cccc(NC(=O)c3ccco3)c2)nn1,0,16,1,17,0.1,-6,9,4,-8
CC(=O)Nc1nnc(SCc2ccccc2F)s1,0,-12,3,2,0.5,-3,2,8,-3
COc1ccc(OC)c(S(=O)(=O)N(C)CC(=O)N2CCc3ccccc3C2)c1,3,13,22,0,-0.8,-1,1,3,-1
c1cc(CNc2ccc3c(c2)OCCO3)ccn1,-1,-2,6,-7,0.3,11,0,5,1
Cc1csc(=O)n1CCC(=O)OCC(=O)Nc1cccc(C#N)c1,0,-1,-4,7,-0.2,0,2,5,1
CSc1ccccc1NC(=O)c1cc(Cl)sc1Cl,-7,-21,-10,4,0.9,6,-1,4,0
COc1cccc(NC(=O)N2CCN(S(C)(=O)=O)CC2)c1,-2,-12,-8,5,0.5,11,1,7,-3
CCC(C)N(C)C1CCN(C(=S)Nc2cccc(SC)c2)CC1 (configuration not stated),-5,17,4,-7,1.2,-7,0,0,6
CCN(C(=O)c1cn(C)c(=O)c2cc(OC)c(OC)cc12)c1ccccc1C,-3,0,5,-7,-0.8,-2,0,7,3
COc1cccc(N(CC(=O)NC2CCCC2)C(=O)Cn2nnc(-c3ccc(C)cc3)n2)c1,-2,1,-1,7,-0.6,0,0,-7,-3
COCCN1CCN(C(=O)C2CCC(=O)N(CCCc3ccccc3)C2)CC1 (configuration not stated),-3,-9,0,-11,5.3,6,2,-7,6

# Later entries:
SMILES,CHRM5 agonist,CRFR2-BP antag,M4 antag,CHRM5 antagonist,CRFR2-BP ag,M4 PAM,CHRM4 agonist,M1 PAM,M5 PAM
O=C(Nc1ccc(S(=O)(=O)NCc2ccco2)cc1)c1ccc2ccccc2n1,-10,28,-3,7,1.1,-7,11,-6,-43
CC1CCc2cc(F)ccc2N1C(=O)CN1C(=O)c2ccccc2C1=O (configuration not stated),-2,6,11,-6,-0.1,6,1,8,2
Cc1cc(C)c(C#N)c(SCC(=O)Nc2ccccc2C)n1,-6,17,3,-7,-1.6,-4,2,3,4
CC(C)c1onc(C(=O)Nc2cccnc2Cl)c1[N+](=O)[O-],-4,-1,-7,6,-1.8,-3,0,6,-4
CCC(CO)Nc1ccn2nc(-c3cccc(Cl)c3)cc2n1 (configuration not stated),0,nt,-5,8,nt,-1,5,3,-8
CC(C)c1ccccc1-n1c(SCC(=O)c2ccc3c(c2)NC(=O)CO3)nc2ccccc2c1=O,5,9,0,3,3.3,-5,5,9,11
Cc1cc(S(=O)(=O)NCC(C)C)ccc1OCC(=O)N1CCOCC1,0,-1,-4,-5,-0.1,1,0,0,2
CC1Cc2ccccc2N1Cc1cccc(S(=O)(=O)N(C)C)c1 (configuration not stated),-3,3,-5,-2,-0.5,-1,5,4,-1
Cn1c(=O)n(C)c2cc(/C=C3/NC(=O)N(Cc4ccccc4)C3=O)ccc21,1,0,7,7,-2.2,5,0,1,-4
O=C(COc1ccc(Cl)cc1Cl)N1CCCN(C(=O)COc2ccc(Cl)cc2Cl)CC1,-3,-2,-21,2,2.5,18,5,6,-8
C/C=C(\C)C(=O)Nc1cccc(C2=NOC3(C2)C[C@@H](C(N)=O)N(C(=O)/C(C)=C/C)C3)c1 (some centres not stated),-1,4,-2,16,0.8,-4,0,-4,-2
CCc1nc(SCC(=O)Nc2cc(C)on2)c2c(C)c(C)sc2n1,1,-6,-1,-5,1.1,7,1,6,5

# Four compounds out of the list, sorted by number of heavy atoms, highest first:
SMILES,CHRM5 agonist,CRFR2-BP antag,M4 antag,CHRM5 antagonist,CRFR2-BP ag,M4 PAM,CHRM4 agonist,M1 PAM,M5 PAM
O=C(NC1CCCC1)C1CCC(CNS(=O)(=O)c2ccc(F)cc2)CC1 (configuration not stated),-5,89*,2,-1,-1.6,-4,1,5,2
Cc1cc(S(=O)(=O)NCC(C)C)ccc1OCC(=O)N1CCOCC1,0,-1,-4,-5,-0.1,1,0,0,2
CCc1nc2ccc(C(=O)NCCc3ccco3)cc2nc1CC,-5,-11,-8,-3,-0.5,2,3,0,-4
CCC(CO)Nc1ccn2nc(-c3cccc(Cl)c3)cc2n1 (configuration not stated),0,nt,-5,8,nt,-1,5,3,-8
